HEK293 tox – cytotoxic compounds in HEK 293 cells; HEK 293 viability, ATP luminescence (CellTiter-Glo), 48-72 h; AID 1345083; 94,000 compounds, 6.6% hits; Potency, µM (highest dose often 115 µM), for inactives: at the top dose activity change, negative = cytotoxicity, most hits filed as inhibitors; further: potency means the concentration at half of the fitted maximal effect; nearly all actives have a fitted effect of over 60% in size
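HEK 293 seeded at 250 cells/well receive compound via pintool. After 48 or 72 hr at 37 degree Celsius, 5% CO2 and 95% humidity, CellTiter-Glo is dispensed and luminescence read following 10 min at room temperature.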
3T3 cytotox – NIH 3T3 cell cytotoxicity; 94,000 compounds, 4.3% hits; NIH 3T3 viability, CellTiter-Glo ATP luminescence, 48-72 h; Potency, µM (series often up to 96.7 µM), for inactives: at the top dose activity change, negative = cytotoxicity, actives largely listed as inhibitors; further: potency means the concentration at half of the fitted maximal effect; nearly all actives have a fitted effect of over 55% in size
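Luminescent ATP readout (CellTiter-Glo, 10 min RT) after 48 or 72 hr compound exposure of NIH 3T3 cells seeded at 400 cells/well in 1536-well format; quantitative HTS.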
SNCA expr inhib – SNCA gene expression inhibition | HEK-293 SNCA-luciferase knock-in, luminescence, 24 h | Potency, µM (titrated, usually from 57.2 µM), for inactives: at the highest dose activity change, negative = inhibition, actives largely listed as inhibitors | 140,000 compounds, 0.17% hits;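 further: potency means the concentration at half of the fitted maximal effect; plate controls were DMSO cells for no effect and cell-free wells for full effect; nearly all actives have a fitted effect of over 45% in size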
HEK293 viab – cell viability loss counter-screen. 150,000 compounds, 0.12% hits. Potency, µM (doses to about 57.1 µM), for inactives: at the highest dose activity change, negative = cytotoxicity, usual class: cytotoxic. AID 1671193. HEK-293-SNCA-luc viability, GF-AFC fluorescence, 24 h;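 further: potency means the concentration at half of the fitted maximal effect; 0% = DMSO-treated cells and -100% = medium-only wells without cells; nearly all actives have a fitted effect of over 30% in size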
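HEK-293-SNCA-luc cells (1500/well) plated 24 h, then exposed 24 h to a dilution series; GF-AFC added 30 min at 37C, fluorescence 405/540 nm; normalised to medium-only and DMSO wells, Hill fit.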
IP6K1 inh – blocks human inositol hexakisphosphate kinase 1. IP6K1 kinase, ADP-Glo luminescence, 2 h; stronger effect = lower value. AID 1645851. activity change, % (series mostly up to about 58 µM). 140,000 compounds, 0.81% hits; in the data active means activity change below about -25%
Target sequence (Q92551 whole entry, looked up): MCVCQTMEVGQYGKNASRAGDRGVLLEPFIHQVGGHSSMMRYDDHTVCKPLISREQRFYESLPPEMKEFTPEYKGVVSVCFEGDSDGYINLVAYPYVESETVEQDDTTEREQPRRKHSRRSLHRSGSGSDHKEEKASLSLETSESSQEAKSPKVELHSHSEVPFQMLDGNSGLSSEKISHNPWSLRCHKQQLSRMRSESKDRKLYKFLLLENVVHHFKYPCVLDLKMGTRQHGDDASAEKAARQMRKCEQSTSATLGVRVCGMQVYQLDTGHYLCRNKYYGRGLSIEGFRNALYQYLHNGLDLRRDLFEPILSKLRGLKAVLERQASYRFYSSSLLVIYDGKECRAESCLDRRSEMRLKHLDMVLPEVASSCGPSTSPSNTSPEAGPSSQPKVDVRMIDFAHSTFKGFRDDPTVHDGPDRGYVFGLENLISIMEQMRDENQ
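ADP-Glo luminescence measures ADP made by human IP6K1 during a 2 h RT reaction with ATP/IP6 (mix at 1.3 mM/130 uM); top library doses 57.5 and 19.1 uM final.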
Luciferase inh – Photinus pyralis luciferase inhibition; 76,000 compounds, 2.5% hits; Potency, µM (series often up to 115 µM), without a hit: at the top dose activity change, negative = inhibition, actives largely listed as inhibitors; purified P. pyralis luciferase, luminescence, biochemical; AID 1347043; further: potency means the concentration at half of the fitted maximal effect; nearly all actives have a fitted effect of over 65% in size
Target sequence (P08659 whole entry, looked up): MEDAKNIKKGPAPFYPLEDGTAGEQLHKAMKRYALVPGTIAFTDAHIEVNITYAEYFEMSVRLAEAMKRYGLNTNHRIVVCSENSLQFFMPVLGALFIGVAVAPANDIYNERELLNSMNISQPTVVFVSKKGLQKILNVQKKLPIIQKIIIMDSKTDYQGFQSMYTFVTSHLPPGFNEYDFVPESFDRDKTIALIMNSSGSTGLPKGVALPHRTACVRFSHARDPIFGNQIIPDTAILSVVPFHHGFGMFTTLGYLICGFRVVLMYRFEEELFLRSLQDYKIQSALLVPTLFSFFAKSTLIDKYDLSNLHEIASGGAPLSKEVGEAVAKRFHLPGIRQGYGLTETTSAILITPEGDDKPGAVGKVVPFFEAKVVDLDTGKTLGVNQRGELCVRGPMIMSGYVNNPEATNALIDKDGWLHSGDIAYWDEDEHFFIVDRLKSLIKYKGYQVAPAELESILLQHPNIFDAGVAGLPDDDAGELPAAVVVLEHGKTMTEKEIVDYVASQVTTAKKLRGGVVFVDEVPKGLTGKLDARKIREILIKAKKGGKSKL
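Biochemical qHTS: compound (6-point titration) added to 10uM D-luciferin plus 10uM ATP in Tris acetate pH 7.5 buffer with Mg, Tween-20 and BSA, then purified enzyme at 10nM; light output imaged.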
GPT2 inhibitor – GPT2 alanine aminotransferase inhibition; Q8TD30; Potency, µM (highest dose often 57.7 µM), for inactives: at the highest dose activity change, negative = inhibition, most hits filed as inhibitors; Recombinant GPT2, coupled pyruvate oxidase/HRP Amplex Red fluorescence; 100,000 compounds, 0.25% hits; further: potency means the concentration at half of the fitted maximal effect; nearly all actives have a fitted effect of over 60% in size; many of its hits are not listed in these tables
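Inhibition is scored from Amplex Red fluorescence generated when pyruvate oxidase and HRP act on pyruvate released by GPT2. Reactions contain 10ng/uL enzyme, 250uM a-KG and 2mM L-alanine and run 30 min at room temperature.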
* marks the source's active call; other numbers are inactive results; i = inactive; ? = inconclusive; . = no result given; ! = a repeat was not active; [ ] = dose if it differs, or a comment. Unless noted, the call rests on the fitted dose curve; in most records, active means well fitted curve in the direction sought with a large enough effect; inconclusive means small, poorly fitted or top-dose-only effect, or another doubt; inactive means no such curve, though single readings can be large; an effect the other way counts as inactive or inconclusive. Unless noted, on the % scale 0 is the no-effect control and ±100 the full control effect.

#	SMILES	HEK293 tox	SNCA expr inhib	IP6K1 inh	GPT2 inhibitor	HEK293 viab	Luciferase inh	3T3 cytotox
1	Cc1ccc(C)c(NC(=O)CN(C)S(=O)(=O)c2cccc3cccnc23)c1	.	2%	-3	.	3%	.	.
2	COc1ccc(Br)cc1CNC(=O)c1cnc2sc(N3CCCC3)nn2c1=O	.	47%[activator]	31	.	7%	.	.
3	Cc1ccc(CNC(=O)c2c[nH]n3c(=O)c(Cc4ccc(Cl)cc4)c(C)nc23)cc1	.	?	23	.	5%	.	.
4	Cc1cc(C(=O)N(CCC(=O)NCc2ccccc2)CCC(C)C)c(C)o1	?	-15%	1	0%	-3%	-1%	?
5	CCc1nc2c(c(-c3ccc(Cl)cc3)n1)CN(C(=O)c1ccc(C(F)(F)F)cc1)CC2	?	19%	-5	-8%	4%	-1%	?
6	CCOc1ccc2c(c1)c(=O)c(S(=O)(=O)c1ccccc1)cn2CC(=O)Nc1ccccc1OC	.	-4%	13	.	?	.	.
7	CC(C)C(=O)Nc1nnc2n1CCS2	.	-17%	3	.	5%	.	.
8	CC(C)C[C@H](NC(=O)[C@@H](NC(=O)c1cccc(-c2ccccc2)n1)[C@@H](C)O)B(O)O	.	0.061µM*	15	i	0.047µM*!	.	.
9	O=C(Nc1ccc([C@@H](O)[C@H]2COCC(=O)N2Cc2ccccn2)cc1)c1cnccn1	i	9%[87.6 µM]	9	3%[88.5 µM]	-7%[87.6 µM]	-3%[172 µM]	i
10	CC(c1cccs1)N(C)Cc1ccncc1 (centres undefined)	-4%[172 µM]	-9%[87.6 µM]	0	1%[88.5 µM]	-2%[87.6 µM]	1%[172 µM]	-19%[138 µM]
11	CN1C(C(=O)Nc2cccc(O)c2)=CC(c2cccs2)=NS1(=O)=O	.	28%	-22	.	?	.	.
12	CSc1ccc(-c2cccc(C(=O)NCC(=O)NCC(F)F)c2)cc1	-32%	0%	3	?	0%	.	-28%
13	Cc1cccc(-n2c(SCC(=O)c3ccccc3)nnc2-c2ccc(Br)cc2)c1	.	14%	31	.	5%	.	.
14	Cc1[nH]ncc1CNC(=O)CCC1CCCN(S(=O)(=O)c2cccc(F)c2)C1 (centres undefined)	-5%	-3%	3	-19%	-17%	-2%	i
15	CC(=O)NC1(C)CN(Cc2ccc(-c3ccc(Oc4ccccc4)cc3)s2)C1	28µM*	48%[activator][87.6 µM]	1	-5%[88.5 µM]	-17%[87.6 µM]	13µM*	28µM*
16	COc1ccc2c(C)c(C(=O)N3CC[C@H](CO)[C@@H](O)C3)oc2c1	-21%	7%	-3	i	-6%	-6%	-1%
17	COc1ccc(C(=O)NCCn2cc(SCC(=O)Nc3ccccc3)c3ccccc32)cc1OC	.	5%	22	.	-21%	.	.
18	CN(C)S(=O)(=O)N1C[C@@H](Oc2ccccc2)C[C@H]1C(=O)N1CCCC1	-18%	0%	4	i	4%	4%	-4%
19	Cc1ccc2c(c1)N(CC(=O)NCCCN1CCCCC1C)C(=O)c1cccnc1O2 (centres undefined)	.	29%	15	.	5%	.	.
20	O=C(Nc1ccc(F)cc1)N1CCC(O)(c2csc(CN3CCc4ccccc4C3)n2)CC1	?	-18%	7	3%	-8%	8%	?
21	C[C@@H]1CN(C(=O)c2ccc3c(c2)NC(C)(COCC2CC2)CO3)C[C@H](C)O1 (some centres undefined)	?	-12%[87.6 µM]	5	4%[88.5 µM]	13%[87.6 µM]	-7%[172 µM]	-18%[138 µM]
22	COCc1cc(C[C@@H]2CC[C@H](O)[C@@H](CNC(=O)Nc3ccc(OC)cc3)O2)no1	2%[172 µM]	-9%[87.6 µM]	-4	-7%[88.5 µM]	3%[87.6 µM]	-2%[172 µM]	i
23	CCS(=O)(=O)Nc1ccc(C2(C(=O)N3CCN(CC(C)C)CC3)CCCCC2)cc1	?	11%	29	i	-9%	-6%	-14%
24	CN1c2cc(C(=O)NCc3ccccc3)ccc2C(=O)N2CCCCC21 (centres undefined)	-27%	48%[activator]	8	i	16%[12.5 µM]	-12%	-4%
25	COc1ccc(C(=O)N[C@@H]2CCC[C@@H]2C(=O)N2CCOCC2)cc1	-14%	23%	14	i	-14%	5%	-5%
26	O=C1COc2ccc(Nc3ccc(Cl)cc3)nc2CN1Cc1nc2ccccc2s1	32µM*	?	-3	-13%[88.5 µM]	32µM*	-11%[172 µM]	40µM*
27	CCc1cc(=O)n(CC(=O)NCc2ccc(OC)c(OC)c2)c(N2CCOCC2)n1	23%	6%	6	-2%	-2%	1%	i
28	CN(C)S(=O)(=O)N1CCCN(S(=O)(=O)c2ccccc2)CCC(=O)NCC1	-22%	1%	1	-6%	4%	3%	-16%
29	COCCn1c(=O)[nH]c2cc(C(=O)Nc3ccc(OC)cc3)ccc2c1=O	.	3%	-7	.	3%	.	.
30	CCCCc1ccc(NS(=O)(=O)c2ccc(C)c(C(=O)N3CCN(c4cccc(C)c4C)CC3)c2)cc1	.	-24%	.	-4%	-14%	.	.
31	COCCCN1CC2(CCN(C(=O)CCCc3cccs3)CC2)CC1=O	-2%	6%	1	i	8%	0%	-6%
32	Cc1ccc(C2Cn3nnc(C(=O)N4CCN(C(=O)c5ccccc5)CC4)c3CO2)cc1 (centres undefined)	?	-6%	6	4%	-3%	-3%	-13%
33	COc1ccccc1N(CC(=O)Nc1ccc(C)c(Cl)c1)S(=O)(=O)c1ccc(C)cc1	.	0%	1	.	0%	.	.
34	COc1cc(-c2noc(-c3ccc(NCc4ccco4)c([N+](=O)[O-])c3)n2)cc(OC)c1OC	.	-4%	15	.	5%	.	.
35	COCCNC(=O)C1CCN(c2nccc(Nc3ccccc3F)n2)CC1	5%	37%[activator]	-2	1%	11%	.	?
36	CCn1cnnc1CC1CCCN(C(=O)c2cccc(F)c2)C1 (centres undefined)	i	27%	8	i	14%	.	-7%
37	O=C1Nc2ccc(-c3ccccc3F)cc2C(=O)N2C[C@H](O)C[C@@H]12	-14%[172 µM]	1%[87.6 µM]	-5	0%[88.5 µM]	5%[87.6 µM]	5%[172 µM]	-13%[138 µM]
38	CCC(CC)NC(=O)CC1CCCN(c2cn[nH]c(=O)c2)C1 (centres undefined)	8%	15%	10	-16%	-1%	-1%	2%
39	Cc1nc(C(C)C)sc1C(=O)N1C[C@@H](C)[C@](O)(C2CCC2)C1	i	24%	-5	i	-1%	11%	2%
40	COc1ccc(-c2noc(-c3cccn3CC(=O)Nc3cccc(Cl)c3C)n2)cc1F	-1%	?	7	1%	-2%	-2%	1%
41	COc1ccc(S(=O)(=O)NCCc2csc3nc(-c4ccc(Cl)cc4)nn23)cc1C	.	-3%	-12	.	?	.	.
42	COc1ccc(CNC(=O)C2CCC(CNS(=O)(=O)c3cccs3)CC2)cc1 (centres undefined)	.	10%	-6	.	-7%	.	.
43	CCOC(=O)CSc1nc2ccc(NC(=O)c3ccc(C)cc3)cc2s1	.	10%	10	.	1%	.	.
44	O=C(Nc1ccc(F)cc1)C1CCc2nnc(C3CC3)n21 (centres undefined)	5%	1%	4	i	-18%[12.5 µM]	.	-6%
45	CCC(=O)Nc1ccc(C2(C(=O)NC(C)C)CCC2)cc1	-5%	3%	12	i	11%	2%	-9%
46	O=C([C@@H]1C[C@H](Oc2ccccc2)CN1C(=O)CCCc1ccccc1)N1CCOCC1	-9%	-1%	31	i	-17%	2%	?
47	O=C(NC[C@H]1OC[C@@H](NC2COC2)[C@@H]1O)c1ccncc1	4%[172 µM]	8%[87.6 µM]	7	3%[88.5 µM]	-8%[87.6 µM]	1%[172 µM]	i
48	Cc1ccc([C@@H]2CN(C(=O)CN3CCOC3=O)C[C@H]2NC(=O)C2CC2)cc1	-15%	6%	-3	2%[11.5 µM]	-4%	0%	-17%
49	O=C(CCc1c[nH]c2ccccc12)N1CCC(N2C(=O)C(O)C23CCCCC3)CC1 (centres undefined)	-8%	33%	-8	i	4%	1%	-4%
50	COc1ccc(NC(=O)Cn2c(=O)c3ccccc3n3nncc23)cc1Cl	.	-1%	11	.	5%	.	.

Random excerpt: 2 records from the list, in no set order.
#	SMILES	HEK293 tox	SNCA expr inhib	IP6K1 inh	GPT2 inhibitor	HEK293 viab	Luciferase inh	3T3 cytotox
48	Cc1ccc([C@@H]2CN(C(=O)CN3CCOC3=O)C[C@H]2NC(=O)C2CC2)cc1	-15%	6%	-3	2%[11.5 µM]	-4%	0%	-17%
38	CCC(CC)NC(=O)CC1CCCN(c2cn[nH]c(=O)c2)C1 (centres undefined)	8%	15%	10	-16%	-1%	-1%	2%

The results go on:
#	SMILES	HEK293 tox	SNCA expr inhib	IP6K1 inh	GPT2 inhibitor	HEK293 viab	Luciferase inh	3T3 cytotox
51	O=C1NCCCCCCN(Cc2ccncc2)[C@@H]2CN(C(=O)Nc3ccccc3)CC[C@@H]12	i	16%	16	i	-15%	-15%	-20%
52	COC[C@@H]1CN(C(=O)c2occc2C)C[C@H]1c1ccncc1	?	21%	0	i	4%	-23%	-14%
53	COc1ccc2c3c1CN(C)CC3=CC(C)(C)CO2	?	.	5	.	.	.	?
54	O=C(NCC1CCCCC1)c1cn2cc(-c3ccc(F)cc3)sc2n1	-21%	19%	5	i	5%	.	-41%
55	CCC(CC)C(=O)N1CC[C@@H](CC(=O)O)[C@@H](CC2=NCCc3ccc(C)cc32)C1	2%[172 µM]	-9%[87.6 µM]	0	-5%[88.5 µM]	-24%[87.6 µM]	-5%[172 µM]	?
56	COc1ncc(-c2n[nH]c3c2CC(=O)N(c2ccccc2)C3)cn1	-50%[172 µM]	0%[87.6 µM]	10	i	-16%[87.6 µM]	-17%[172 µM]	-77%[138 µM]
57	CC(C)c1ccc(NC(=O)CSC2=Nc3ccccc3C3=NC(CCC(=O)NCc4ccco4)C(=O)N23)cc1 (centres undefined)	.	-7%	-16	.	-5%	.	.
58	Cc1noc(-c2cn(C3CCN(C(=O)Cc4ccc(Br)cc4)CC3)nn2)n1	-29%	-19%	19	i	-7%	8%	?
59	O=C(CCc1nc2ccccc2s1)N1CCN(C(=O)c2ccco2)CC1	-10%	-21%	-3	1%	3%	-20%	-9%
60	Cc1ccc(F)cc1-n1nc(-c2c(C)nc3scc(CC(=O)N4CCOCC4)n3c2=O)cc1C	i	23%	-2	i	1%	6%	i
61	CCc1nonc1NC(=O)c1oc2ccc(F)cc2c1C	.	53%[activator]	-11	.	3%	.	.
62	COc1ccc(-c2nnc(C[C@@H]3C[C@@H](C(C)C)[C@H](CNCc4ccco4)C=C3C)o2)cc1	45µM*	-9%	-6	i	?	-7%	?
63	COc1ccccc1-c1cc2c(nc1-c1ccccc1)nc(C(=O)NCCN(C)C)n2C	?	8%[87.6 µM]	6	-9%[88.5 µM]	-16%[87.6 µM]	10%[172 µM]	35µM*
64	Nc1nc(C2CC(NC(=O)c3cnn(Cc4ccccc4)c3)C2)cc(=O)[nH]1 (centres undefined)	-21%	-3%	9	-7%	3%	1%	i
65	CCOc1ccc(OCC)c(NC(=O)c2cnn(-c3ccc(F)cc3)c2-n2cccc2)c1	.	-2%	13	.	12%	.	.
66	O=C(CC1CCN(C(=O)Nc2ccccc2)C1)NC1CC1 (centres undefined)	-3%	15%	22	1%	2%[12.5 µM]	-2%	-3%
